# Compound activity (PubChem BioAssay)
# KB-3-1 tox = qHTS assay for MDR1-selective chemotherapeutics: Primary screen using the parental adenocarcinoma cell KB-3-1; KB-3-1 viability, CellTiter-Glo ATP luminescence, 72 h; Potency, µM (doses to about 46.1 µM), for inactives: at the highest dose activity change, negative = cytotoxic, most hits filed as cytotoxic; 1.4% of 400,000 active; further: on the % scale 0 is the no-effect control and ±100 the full control effect; nearly all actives have a fitted effect of over 60% in size
#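 Screening of KB-3-1 cells (DMEM, 10% FBS, phenol-red free) ran from lowest to highest compound concentration; after 72 h at 37 °C viability was read luminescently and curves fitted.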
# HT1080-NT tox = qHTS for induction of synthetic lethality in tumor cells producing 2HG: qHTS for the HT-1080-NT fibrosarcoma cell line | HT-1080-NT fibrosarcoma viability, CellTiter-Glo ATP luminescence, 48 h | Potency, µM (titrated, usually from 46.1 µM), inactives show at the top dose activity, negative = less viability, actives largely listed as cytotoxic | 1.6% of 360,000 active;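 further: NT is the 2HG producing partner of a matched IDH1 knockdown line; 0% = DMSO-treated cells and -100% = media-only wells without cells; nearly all actives have a fitted effect of over 55% in size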
#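 HT-1080-NT fibrosarcoma cells (2HG-overproducing), 750 cells/well in RPMI with 5% FBS, dosed after 2 h and incubated 48 h at 37C. CellTiter-Glo luminescence normalized to DMSO and no-cell wells; concentration-response curves fitted and classed.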
# HEK293 tox = qHTS of GLP-1 Receptor Inverse Agonists: Cytotox Screen. HEK293 cAMP-luciferase reporter cells, luminescence, 24 h. Potency, µM (doses to about 38.3 µM), for inactives: at the top dose activity change, negative = inhibition, usual class: inhibitors. 0.13% of 410,000 active. AID 624418, 2012;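 further: loss of luciferase light is scored as toxicity; on the % scale 0 is the no-effect control and ±100 the full control effect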
#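 Luminescence readout: signal drop marks cytotoxicity. Plated cells grew 12 h at 37 °C, 5% CO2, received 23 nL compound for 24 h, then got luciferase reagent, read after 12 min at RT.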
# SW480 rereplic = A quantitative high throughput screen for small molecules that induce DNA re-replication in SW480 colon adenocarcinoma cells | 1.8% of 340,000 active | Potency, µM (titrated, usually from 46.1 µM), for inactives: at the highest dose re-replication activation, hits mostly activators | AID 624297, 2012 | SW480 DNA re-replication, Hoechst DNA content imaging, 48 h; further: % of control where 0% means no effect; nearly all actives have a fitted effect of over 55% in size
#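 Image-based DNA-content assay: after two days of treatment, nuclei were labelled with the DNA dye Hoechst and imaged, and hits were compounds raising the count of nuclei showing high fluorescence intensity.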
# GLP1R inv ag = qHTS of GLP-1 Receptor Inverse Agonists (Inhibition Mode); Glucagon-like peptide 1 receptor (Homo sapiens), P43220; HEK293 GLP-1R CRE-luciferase, luminescence, 24 h; GLP-1R form is constitutively active; Potency, µM (highest dose often 38.3 µM), without a hit: at the top dose activity change, negative = inhibition, most hits filed as inhibitors; 1.6% of 410,000 active; further: on the % scale 0 is the no-effect control and ±100 the full control effect; nearly all actives have a fitted effect of over 55% in size
# Target sequence (P43220 whole entry, looked up): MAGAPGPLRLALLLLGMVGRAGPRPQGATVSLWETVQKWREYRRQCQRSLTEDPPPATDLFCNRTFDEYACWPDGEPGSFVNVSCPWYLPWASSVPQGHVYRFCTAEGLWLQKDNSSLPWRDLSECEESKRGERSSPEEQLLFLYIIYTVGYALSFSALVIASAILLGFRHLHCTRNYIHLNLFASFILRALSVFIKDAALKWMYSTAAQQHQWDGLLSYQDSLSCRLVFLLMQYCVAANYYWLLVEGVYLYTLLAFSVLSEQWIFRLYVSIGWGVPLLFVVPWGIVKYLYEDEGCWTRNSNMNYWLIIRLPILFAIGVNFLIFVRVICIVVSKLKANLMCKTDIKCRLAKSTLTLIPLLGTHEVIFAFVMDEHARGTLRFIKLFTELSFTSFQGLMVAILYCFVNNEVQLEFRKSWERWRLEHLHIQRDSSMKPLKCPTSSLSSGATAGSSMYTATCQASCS
#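 Using stably transfected HEK293 (constitutively active GLP-1R, cAMP-luciferase reporter), compounds were incubated 24 hr and luciferase measured by luminescence.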
# KB-V1 MDR tox = qHTS assay for MDR1-selective chemotherapeutics: Primary screen using the drug-selected MDR subline cells KB-V1. KB-V1 MDR cells viability, CellTiter-Glo, 72 h. Potency, µM (series often up to 46.1 µM), for inactives: at the top dose activity change, negative = cytotoxicity, usual class: cytotoxic. 3.4% of 400,000 active. AID 1347076, 2019; further: on the % scale 0 is the no-effect control and ±100 the full control effect; nearly all actives have a fitted effect of over 60% in size
#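 Cells of the MDR subline KB-V1 are plated, dosed with compound at multiple concentrations, and incubated 72 h at 37 degrees C; CellTiter-Glo is then added and luminescence read after 10 min.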
# GLP1R ag = qHTS of GLP-1 Receptor Agonists | Glucagon-like peptide 1 receptor (Homo sapiens), P43220 | HEK293 GLP-1R CRE-luciferase, luminescence, 4-6 h; cells express a hypersensitive GLP-1R form | Potency, µM (top dose mostly 45.6 µM), without a hit: at the highest dose activation, usual class: activators | 0.007% of 380,000 active | AID 624172, 2012; further: % of control where 0% means no effect
# TDP43 rescue = qHTS of TDP-43 Inhibitors. TDP-43 expressing yeast growth rescue, BacTiter-Glo, 24 h. Potency, µM (doses to about 46.1 µM), inactives show at the top dose growth rescue (activation), actives largely listed as activators. 1.8% of 410,000 active. AID 652104, 2013; further: % of control where 0% means no effect; nearly all actives have a fitted effect of over 50% in size
#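 Readout is BacTiter-Glo luminescence of cell growth, so inhibitors register as activators. TDP-43-expressing yeast at OD600=0.02 in galactose medium, after raffinose pregrowth to mid-log, were incubated with compound for 24 hr at 30 deg C.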
# HT1080 IDH1KD tx = qHTS for induction of synthetic lethality in tumor cells producing 2HG: qHTS for the HT-1080-IDH1KD cell line. AID 686971, 2013. 2% of 360,000 active. Potency, µM (titrated, usually from 46.1 µM), for the others: at the highest dose activity, negative = toxicity, actives largely listed as cytotoxic. HT-1080 IDH1 knockdown viability, ATP luminescence, 48 h;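 further: 0% = DMSO wells and -100% = cell-free medium wells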
#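 In this qHTS, HT-1080 cells depleted of IDH1 are exposed for 48 h at 37 °C to compound titrations. Toxicity is scored from CellTiter-Glo luminescence, with DMSO as full viability and medium alone as none.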
# Active calls of the source: *; ? = inconclusive; / = no result given; & = joins results of further samples; [ ] = dose if it differs, or a comment. The call rests on the fitted dose curve; in most records, active means well fitted curve in the direction sought with a large enough effect; inconclusive means small, poorly fitted or top-dose-only effect, or another doubt; inactive means no such curve, though single readings can be large; an effect the other way counts as inactive or inconclusive. Potency means the concentration at half of the fitted maximal effect.
# Results follow in this order: HT1080-NT tox	SW480 rereplic	HEK293 tox	KB-V1 MDR tox	TDP43 rescue	HT1080 IDH1KD tx	GLP1R ag	GLP1R inv ag	KB-3-1 tox
COc1ccc(CNC(=S)NCc2ccc(Cl)cc2)cc1OC
→ -1.4%	4.3%	-7.2%	-19.1%	2.8%	-20.6%	3.8%	?	-26.4%
CCOc1ccc(S(=O)(=O)N2CCC(C(=O)NCc3cccnc3)CC2)cc1C
→ -23.5%	5.4%	0.9%	9.7%	5.0%	0.8%	7.1%	2.5%	-0.9%
CCC(C)Sc1nc2c(cnn2-c2ccc(C)c(C)c2)c(=O)[nH]1 (stereo not drawn)
→ 3.0%	0.8%	-9.6%	-0.9%	6.2%	5.6%	13.2%	25.0%	13.5%
Cc1ccc(C)c(Cn2c(=O)c3c(nc4n3CCN4Cc3ccco3)n(C)c2=O)c1
→ -3.9%	-1.9%	-21.9%	0.7%	4.4%	-10.8%	-4.9%	0.0%	-0.1%
CCOC(=O)c1c(C)[nH]c(C)c1S(=O)(=O)N(C)CC(=O)NCc1ccc(C)cc1
→ 2.9%	-0.1%	-3.8%&-2.0%	?	-4.9%&15.8%	0.7%	2.0%	19.8%&16.6%	23.5%&-1.5%
CN1C(=O)NC(NC(=O)c2ccco2)(C(F)(F)F)C1=O (stereo not drawn)
→ 5.0%	-2.4%	3.6%	14.1%	17.8%	11.5%	-12.5%	0.0%	-0.4%
Cc1ccc(NC(=O)C2CCN(S(=O)(=O)c3ccc4c(c3)C(C)(C)C(=O)N4C)CC2)c(C)c1
→ -2.8%	-1.5%	2.2%	4.8%	16.5%	0.0%	4.4%	-19.6%	0.0%
Cc1cc(S(=O)(=O)N2CCN(C(=O)CCC(=O)N3CCOCC3)CC2)ccc1Br
→ 1.7%	-6.1%	-4.0%	-6.9%	-7.9%	0.2%	4.0%	?	5.6%
O=C(Nc1ccc(N2CCOCC2)cc1N1CCOCC1)c1ccc(Cl)cc1
→ 0.0%	-0.8%	-3.0%	-27.4%	8.3%	0.5%	3.9%	20.5%	19.6%
O=C(NCc1cccnc1)C1CC(=O)N(c2ccc(Cl)cc2)C1 (stereo not drawn)
→ 7.1%	-0.2%	-4.1%	17.0%	-6.0%	8.7%	-1.8%	6.2%	0.9%
C=CCNC(=S)NNC(=O)c1csc(C)c1C
→ 16.2%	-8.4%	5.3%	0.0%	3.8%	-0.5%	-9.7%	12.2%	1.0%
O=C(Nc1ccccc1C(=O)OC1CCOC1=O)c1ccco1 (stereo not drawn)
→ 13.3%	-3.4%	-10.7%	8.5%	24.0%	12.7%	-14.5%	2.1%	3.7%
Cc1ccc(-n2c(=O)[nH]c3c(oc4ccccc43)c2=O)cc1
→ 1.8%	-12.8%	2.0%	9.1%	2.7%	-6.7%	5.7%	5.1%	-3.5%
CC(NC(=O)Cc1ccc(Br)cc1)c1ccccc1 (stereo not drawn)
→ -15.7%	-0.7%	4.2%	12.7%	10.2%	-3.1%	14.3%	?	3.1%
COc1cc(O)c(C(CC(=O)N2CCCC(C)C2)c2ccc(N(C)C)cc2)c(OC)c1 (stereo not drawn)
→ 3.3%	-21.1%[9.22 µM]	11.0%	-4.1%	-4.2%	5.7%	-2.1%	-4.2%	-5.7%
Cc1ccc2oc(=O)c3cnn(CC(=O)Nc4cc(-c5cccc(F)c5)no4)c3c2c1
→ 17.6%	4.4%	-20.7%	5.4%	23.8%	7.2%	-2.8%	10.3%	12.8%
CCOC(=O)Cn1c(=O)n(C2CCCCC2)c2nc(-c3cccc(OC)c3)nc(C(N)=O)c21
→ /	/	1.5%	-11.4%	-2.4%	/	2.9%	15.8%	12.9%
CC1(c2ccc(OC(F)F)cc2)NC(=O)N(CC(=O)Nc2ccc(OC(F)F)cc2)C1=O (stereo not drawn)
→ ?	2.0%	5.3%	0.5%	-0.2%	-27.6%	1.5%	10µM*	-0.8%
CCCc1cc(=O)n2[nH]c(C(F)(F)F)nc2n1
→ 12.6%	0.7%	-4.1%	-1.3%	6.4%	16.2%	0.7%	13.2%	0.1%
Cc1oc2c(C)c(O)ccc2c(=O)c1-c1cnn(-c2ccccc2)c1
→ 8.1%	-1.2%	-27.7%	-14.2%	-8.9%	2.3%	10.4%	12.2%	8.2%
C/C(=N\NC(=O)Cc1ccc(Cl)cc1)c1ccccc1O
→ ?	14.6µM*	?	?	12.5%	5.17µM*	?	?	?
C1=C(c2ccc(-c3ccccc3)cc2)Nc2ncnn2C1c1ccco1 (stereo not drawn)
→ -6.5%	3.9%	/	?	?	-6.3%[9.24 µM]	-10.4%	13.7%	?
O=C(CSc1ncnc2c1cnn2-c1ccccc1)NCC1CCCO1 (stereo not drawn)
→ -29.7%	-4.9%	12.9%	?	23.1%	-20.2%	-3.0%	-12.0%	-7.3%
COc1ccc(NC(=O)CN2CCN(CC(=O)Nc3ccc(F)cc3)CC2)c(OC)c1
→ 9.4%	3.6%	-19.5%	4.9%	7.4%	8.3%	-0.8%	0.5%	-22.1%
Cc1nnc(SCc2ccc(Cl)cc2)nc1/C=C/N(C)C
→ 6.9%	-4.9%	-1.4%	-1.6%	25.3%	0.8%	7.4%	-32.6%	0.6%
Nc1ncnc(NCc2ccccc2)c1[N+](=O)[O-]
→ -1.1%	-10.4%	-6.6%	0.0%	8.7%[9.22 µM]	0.4%	11.8%	6.5%	-11.0%
CCCc1c(C(=O)NNc2cccc(Cl)c2)cnn1-c1ccccc1
→ -0.9%	-15.1%	-14.2%	-13.8%	26.1%	-22.5%	8.4%	?	-23.0%
O=C(NCCCc1ccccc1)C1CCC(=O)N(Cc2ccc(Cl)cc2)C1 (stereo not drawn)
→ -13.0%	?	?	/	0.0%	-20.6%	23.4%	?	/
CC(O)CNc1nc2ccccc2n1CC(=O)N1CCN(Cc2ccccc2)CC1 (stereo not drawn)
→ -0.9%	-1.5%	-0.5%	?	-5.1%	-3.4%	5.7%	10.4%	8.6%
Cc1cccc(N(C(=O)Cn2nnc3ccccc32)C(C(=O)NC(C)(C)C)c2ccsc2)c1C (stereo not drawn)
→ 1.9%	-3.5%	-0.7%	-24.5%	-13.3%	3.7%	0.8%	-19.2%	4.1%
O=c1cc(-c2ccco2)oc2c1ccc1ccccc12
→ 9.4%	1.3%	1.5%	-3.2%	9.5%	23.0%	0.2%	1.1%	5.9%
Cc1ccc(S(=O)(=O)N2CCOCC2)cc1NC(=O)Cn1c(=O)ccn(Cc2ccccc2)c1=O
→ 1.9%	-0.3%	-18.0%	?	7.6%	3.6%	13.0%	2.2%	-11.3%
O=C(COC(=O)Cc1ccc(Br)cc1)Nc1c(F)c(F)c(F)c(F)c1F
→ 11.3%	5.9%	-0.3%	2.5%	24.1%	15.6%	6.2%	2.1%	-11.4%
CCCn1cc(C(=O)OCC)c(=O)c2cc(F)c(F)cc21
→ 13.7%	-13.1%	3.3%	?	-32.1%[inhibitor]	16.1%	4.3%	2.0%	22.7%
CCOc1ccccc1/C=N/n1c(COc2ccccc2)n[nH]c1=S
→ 2.7%	-4.9%	-9.4%	?	28.7%	-2.0%	6.0%	-5.0%	17.4%
Cc1cc(N=NC(=O)c2ccccc2O)c2ccccc2c1O
→ ?	-12.0%	-15.5%	-12.6%	-2.2%	?	5.1%	17.4%	-20.2%
O=C(NCc1cccs1)C1CCN(C(=O)N2CCOc3ccccc32)CC1
→ /	/	1.0%	-8.1%	14.8%	/	/	-3.1%	-6.6%
COc1ccc2c(c1)CCc1c(C(=O)Nc3ccc(F)c(Cl)c3)noc1-2
→ /	/	-10.0%	?	6.5%	/	/	12.1%	-0.5%
O=C(NC1CCCc2c1cnn2-c1ccc(F)cc1F)c1ccccc1N1CCOCC1 (stereo not drawn)
→ -0.7%	1.0%	-4.2%	0.0%	26.6%	-2.9%	-3.5%	-26.7%	-1.2%
C=C1/C=C(\C)C(C)(O)CC(O)CC(=O)C(O)C(O)C(C)CC(C)OC(=O)/C(C)=C/CC/C=C/C(OC)C(O)CC(C)C1 (stereo not drawn)
→ 11.9%	-4.5%	-16.1%	-13.1%	20.5%	11.4%	-0.3%	?	0.0%
COc1ccc(-c2nc3ccccn3c2Cl)cc1
→ ?	-5.1%	0.6%	-26.2%	21.5%	?	-3.1%	?	?
O=C(Nc1ccccn1)c1ccc(COc2ccccc2Cl)o1
→ 3.2%	9.0%	2.0%	?	22.4µM*	-25.9%	4.5%	-29.9%	-0.9%

# Some entries already given, limited to TDP43 rescue, HT1080-NT tox and SW480 rereplic:
canonical_smiles | TDP43 rescue | HT1080-NT tox | SW480 rereplic
C=CCNC(=S)NNC(=O)c1csc(C)c1C | 3.8% | 16.2% | -8.4%
O=C(Nc1ccccc1C(=O)OC1CCOC1=O)c1ccco1 (stereo not drawn) | 24.0% | 13.3% | -3.4%
Cc1ccc(-n2c(=O)[nH]c3c(oc4ccccc43)c2=O)cc1 | 2.7% | 1.8% | -12.8%
CC(NC(=O)Cc1ccc(Br)cc1)c1ccccc1 (stereo not drawn) | 10.2% | -15.7% | -0.7%
